# Anesthetic bind: candidate novel general anesthetic via apoferritin binding; 0.074% of 350,000 active; AID 485281; apoferritin/1-aminoanthracene competitive binding, fluorescence; Potency, µM (doses to about 77.5 µM), without a hit: at the highest dose activity change, negative = displacement, most hits filed as inhibitors; also: % is scaled to controls: 0 for no effect and ±100 for the full control effect; nearly all actives have a fitted effect of over 20% in size
#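 Horse-spleen apoferritin (10 uM) was mixed with 50% saturated 1-aminoanthracene in PBS, exposed to compounds for 10 min at room temperature, and read for fluorescence (ex 380 nm, em 535 nm). Competitive displacement was fitted with a four-parameter Hill equation.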
# G9a inh: G9a (human) methyltransferase inhibition; Potency, µM (titrated, usually from 102 µM), for the others: top-dose activity, negative = inhibition, actives largely listed as inhibitors; Q96KQ7; G9a H3K9 monomethylation, AlphaScreen, 2 h; 8.8% of 350,000 active; also: % is scaled to controls: 0 for no effect and ±100 for the full control effect; nearly all actives have a fitted effect of over 75% in size
#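 G9a (20 nM) preincubated 15 min RT with compounds, then 500 nM biotinylated H3K9 peptide and 20 uM SAM added; 2 h RT reaction. Monomethyl-H3K9 product detected by AlphaScreen with anti-H3K9me1 antibody, streptavidin donor and anti-rabbit IgG acceptor beads.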
# Pol iota inh: blocks human DNA polymerase iota activity | Potency, µM (doses to about 115 µM), for inactives: at the top dose activity, negative = inhibition, actives largely listed as inhibitors | Q9UNA4 | AID 588590 | Pol iota fluorescent replication assay, 10 min | 1% of 390,000 active
#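 Pol iota at 10 nM preincubated 15 min with compounds at room temperature; reaction started with fluorescent substrate, 50 nM final. Fluorescence read kinetically at 0 and 10 min; buffer-only wells as negative control.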
# POLK inh: DNA polymerase kappa (human) inhibition. Q9UBT6. purified Pol kappa, fluorescent DNA synthesis assay, 10 min. Potency, µM (doses to about 107 µM), for the others: at the highest dose activity, negative = inhibition, usual class: inhibitors. 0.53% of 400,000 active; also: % is scaled to controls: 0 for no effect and ±100 for the full control effect
#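 Here, compound and 10 nM enzyme are combined for 15 min at room temperature; adding 50 nM substrate (final) starts DNA synthesis, tracked by fluorescence at 0 and 10 min against buffer-only wells.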
# BLM helicase inh: blocks DNA unwinding by human BLM helicase. recombinant BLM DNA unwinding, fluorescence dequenching. Potency, µM (highest dose often 56.1 µM), for the others: at the top dose activity change, negative = inhibition, actives largely listed as inhibitors. 0.2% of 350,000 active. AID 2528;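 also: plate controls were vehicle for no effect and no enzyme for full effect; nearly all actives have a fitted effect of over 35% in size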
# BAZ2B block: inhibitors of human BAZ2B bromodomain. AID 504333. Potency, µM (doses to about 114 µM), for the others: at the top dose activity change, negative = inhibition, most hits filed as inhibitors. 4.4% of 360,000 active. AlphaScreen BAZ2B-H3K14Ac peptide displacement. Q9UIF8; also: % is scaled to controls: 0 for no effect and ±100 for the full control effect; nearly all actives have a fitted effect of over 60% in size
#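 Protein-peptide AlphaScreen: BAZ2B 50 nM, b-H3K14Ac 50 nM, 1x PBS pH 7.4 + 0.01% Tween-20. Preincubation 30 min RT; cpd 30 min RT (top 110 uM); beads 20 min RT, light-protected.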
# POLH inh: DNA polymerase eta (human) inhibition | Q9Y253 | recombinant Pol eta, fluorescent DNA replication assay | Potency, µM (titrated, usually from 114 µM), for inactives: at the highest dose activity change, negative = inhibition, most hits filed as inhibitors | 1.2% of 390,000 active | AID 588591; also: % is scaled to controls: 0 for no effect and ±100 for the full control effect
# Target sequence (Q9Y253 whole entry, looked up): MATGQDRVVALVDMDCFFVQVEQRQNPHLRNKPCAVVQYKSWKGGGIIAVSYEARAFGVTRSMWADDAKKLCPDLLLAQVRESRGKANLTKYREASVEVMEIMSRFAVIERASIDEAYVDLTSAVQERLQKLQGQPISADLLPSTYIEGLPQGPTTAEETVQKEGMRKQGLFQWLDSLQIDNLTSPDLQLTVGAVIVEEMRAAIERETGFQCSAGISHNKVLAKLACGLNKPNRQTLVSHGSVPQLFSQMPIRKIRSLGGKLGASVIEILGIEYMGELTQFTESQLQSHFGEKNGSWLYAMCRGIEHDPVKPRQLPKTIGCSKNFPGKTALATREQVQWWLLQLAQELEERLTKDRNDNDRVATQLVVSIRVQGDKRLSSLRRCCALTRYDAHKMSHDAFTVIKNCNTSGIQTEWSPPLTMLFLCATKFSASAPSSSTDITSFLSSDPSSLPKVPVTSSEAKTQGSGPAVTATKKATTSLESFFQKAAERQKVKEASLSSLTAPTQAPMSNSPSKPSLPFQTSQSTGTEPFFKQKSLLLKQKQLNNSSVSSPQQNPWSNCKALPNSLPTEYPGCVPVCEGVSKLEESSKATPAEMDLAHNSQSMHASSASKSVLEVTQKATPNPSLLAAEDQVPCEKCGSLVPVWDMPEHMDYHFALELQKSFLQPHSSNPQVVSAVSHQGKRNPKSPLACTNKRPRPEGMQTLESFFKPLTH
#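 Fluorescent replication assay: 50 nM final substrate added after a 15 min room-temperature compound preincubation with 10 nM enzyme. Signal taken at 0 min and again at 10 min.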
# POLB inh: inhibitors of human DNA polymerase beta. P06746. Pol beta primer extension/strand displacement, fluorescence kinetic. Potency, µM (series often up to 114 µM), inactives show top-dose activity change, negative = inhibition, hits mostly inhibitors. 1.3% of 340,000 active; also: % is scaled to controls: 0 for no effect and ±100 for the full control effect
#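 Enzyme-only controls used 10 nM Pol beta; buffer lacking enzyme served as negative control. Compound preincubated 15 min, then 50 nM substrate added; 0 and 10 min reads at room temperature.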
# APE1 inh: blocks human APE1 abasic DNA cleavage | P27695 | recombinant APE1, TAMRA/BHQ-2 abasic DNA cleavage fluorescence | Potency, µM (series often up to 65.8 µM), for the others: at the highest dose activity change, negative = inhibition, most hits filed as inhibitors | 0.35% of 350,000 active;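 also: plate controls were vehicle for no effect and reference inhibitor for full effect; nearly all actives have a fitted effect of over 55% in size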
# Target sequence (P27695 whole entry, looked up): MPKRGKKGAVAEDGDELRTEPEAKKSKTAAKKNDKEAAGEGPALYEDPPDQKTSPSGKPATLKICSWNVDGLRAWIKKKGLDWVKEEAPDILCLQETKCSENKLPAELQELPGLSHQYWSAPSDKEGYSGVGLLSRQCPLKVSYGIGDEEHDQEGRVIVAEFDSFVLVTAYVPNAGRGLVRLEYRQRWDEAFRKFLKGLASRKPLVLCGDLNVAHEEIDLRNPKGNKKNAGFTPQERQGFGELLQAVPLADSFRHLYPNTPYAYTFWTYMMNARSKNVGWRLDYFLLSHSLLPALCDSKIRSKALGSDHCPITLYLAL
#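 Incision of a quenched TAMRA/BHQ-2 THF abasic-site duplex (50 nM) by 0.75 nM APE1, after 15 min compound preincubation, measured as fluorescence increase over three 60 s reads. Values normalized to buffer, DMSO and NSC13755 control wells.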
# * marks the source's active call; other numbers are inactive results; ? = inconclusive; . = no result given; & = joins results of further samples; [ ] = dose if it differs, or a comment. Calls follow the shape of the dose curve; as a rule, active = well fitted curve in the direction sought with a large enough effect; inconclusive = small, poorly fitted or top-dose-only effect, or another doubt; inactive = no such curve, though single readings can be large; an effect the other way counts as inactive or inconclusive. Potency is read from the fitted curve at half-maximal effect.
entry	Compound	Anesthetic bind	G9a inh	Pol iota inh	POLK inh	BLM helicase inh
1	O=C(CN(C(=O)CNS(=O)(=O)c1ccccc1)c1ccc2c(c1)OCCO2)NCc1ccco1	-15%	22%[59 µM]	13%	-5%	-2%
2	CC1Cc2ccccc2N1C(=O)COC(=O)Cc1ccc(F)cc1 (configuration not stated)	.	11%	24%	3%	.
3	COc1ccc(C(=O)N2CCCC(c3ccccc3)=N2)cc1	-19%	1%	-3%	-2%	-5%
4	Cn1c(S(=O)(=O)O)nc2ccccc21	8%	-15%	?	-8%	4%
5	NC(=O)c1ccccc1NC(=O)CCCc1ccccc1	-23%	-4%[0.501 µM]	-6%	-3%	-4%
6	CC(=O)/C(=N/Nc1ccc(C)cc1)Sc1nnc(CCc2ccccc2)n1-c1ccccc1	4%	?	9%	-2%	-3%
7	C[C@@H](C(=O)O)c1ccc(-c2ccccc2)c(F)c1	-13%[29.3 µM]	26%[21.5 µM]	.	-5%&-6%[19.4 µM]	1%
8	CC(O)[C@@H](C(=O)N1CCNCC1)n1cc(CCCCN)nn1 (some centres not stated)	-5%	?	?	1%	-3%
9	CCCCCCCCCCCCCCCC(=O)N[C@H](CN1CCOCC1)[C@H](O)c1ccccc1	-12%	11%[59 µM]	.	-4%[19.4 µM]	0%
10	C(=N\Nc1ccccn1)/c1c[nH]c2ccccc12	-6%	-46%	6%	-4%	-5%

entry	BAZ2B block	POLH inh	POLB inh	APE1 inh
1	1%	-17%	22%	-3%
2	8%	-5%	.	19%
3	2%	-9%	?	-5%
4	-27%	-5%	-9%	0%
5	3%	-2%	?	21%
6	2%	-7%	-1%	-5%
7	.	.	.	2%
8	-15%	-4%	-3%	2%
9	.	.	.	0%&0%
10	32µM*	-21%	-28%	-4%

# Complete entries, quoted from the list.
# C(=N\Nc1ccccn1)/c1c[nH]c2ccccc12 reads Anesthetic bind = -6%; G9a inh = -46%; Pol iota inh = 6%; POLK inh = -4%; BLM helicase inh = -5%; BAZ2B block = 32µM*; POLH inh = -21%; POLB inh = -28%; APE1 inh = -4%
# Cn1c(S(=O)(=O)O)nc2ccccc21 reads Anesthetic bind = 8%; G9a inh = -15%; Pol iota inh = ?; POLK inh = -8%; BLM helicase inh = 4%; BAZ2B block = -27%; POLH inh = -5%; POLB inh = -9%; APE1 inh = 0%

# Continuation.
entry	Compound	Anesthetic bind	G9a inh	Pol iota inh	POLK inh	BLM helicase inh
11	COc1cccc(NC(=O)C(OC(=O)/C=C/c2ccc3c(c2)OCO3)c2ccccc2)c1 (configuration not stated)	-6%	12%[12.7 µM]	4%	-14%	-6%
12	CCOc1cc2[nH]c(=O)n(CCCC(=O)NCc3ccc(OC)cc3)c(=O)c2cc1OCC	-7%&-11%	8%[59 µM]	3%&-1%	-7%[60.1 µM]	-3%&-2%
13	CCc1ccc(NC(=O)Cn2nc(C(=O)O)c3ccccc3c2=O)cc1	-10%	23%	67%[activator]	6%	-8%
14	CCc1noc(C)c1C(=O)OCC(=O)NC(=O)c1ccccc1OC	-15%	9%	3%	-5%	-5%
15	COc1ccc(S(=O)(=O)N2CCOC2CNC(=O)C(=O)NCCc2ccccc2)cc1C (configuration not stated)	?	-28%	5%	-5%	-2%
16	Cc1ccc(CCNC(=O)c2cc3c(-c4ccccc4F)nn(C)c3s2)cc1	-2%	-1%[59 µM]	18%	-9%	-13%
17	O=C(O)c1cc(=O)n(Cc2ccccc2)c(=O)[nH]1	3%	16µM*	96%[activator]	8%	0%
18	O=C(Cn1cc(C(=O)c2ccco2)c2ccccc21)NC1CCCCC1	?	-3%[59 µM]	68%[activator]	-1%	-13%
19	COc1ccc(C(=O)Oc2ccc3ccc(=O)oc3c2)cc1OC	59%[activator]	22%	-2%	-5%	-4%
20	Cc1cc(=O)oc(C)c1C(=O)NCc1ccc(F)cc1	-6%	22%[59 µM]	15%	0%	-2%

entry	BAZ2B block	POLH inh	POLB inh	APE1 inh
11	5%	2%	27%	-1%
12	1%&-38%	-2%&-9%	-23%&8%	12%
13	-1%	-19%	-9%	53%
14	6%	12%	5%	-6%
15	-16%	-18%	-4%	24%
16	-7%	-14%	17%	.
17	?	-9%	-25%	50%[activator]
18	-1%	-4%	-19%	0%
19	-7%	12%	-1%	-4%
20	-7%	-3%	-12%	14%

# (cont.)
entry	Compound	Anesthetic bind	G9a inh	Pol iota inh	POLK inh	BLM helicase inh
21	O=C(CCCC(=O)c1ccccc1)NCc1ccccc1	4%	47%[activator]	-12%	2%	-4%
22	Cc1ccccc1C(=O)Nc1ccnn1C1CCN(Cc2cccnc2)CC1	-10%	61%[activator]	17%	-24%	0%
23	O=C(c1ccccc1F)N(Cc1ccccc1)C1CCS(=O)(=O)C1 (configuration not stated)	-7%	-4%[59 µM]	10%	-13%	-3%
24	COC(=O)CSc1nnc(CNC(=O)c2ccc(OC)c(OC)c2)n1C	-3%	2%	85%[activator]	-15%	-6%
25	C[C@]12C=CC(=O)C=C1CC[C@@H]1[C@@H]2C(=O)C[C@@]2(C)[C@H]1CC[C@]2(O)C(=O)CO	-10%	8%[0.501 µM]	-22%&-19%	-2%	4%&5%
26	CSc1cc(-c2ccc(Cl)cc2)c(C(=O)NC(C)C)s1	-23%	27%	-4%	-9%	-1%
27	COC(=O)CC1(C(=O)OC)Oc2ccc(Br)cc2C(=O)N1c1cc(Cl)cc(Cl)c1 (configuration not stated)	-14%	.	18%	-7%	-12%
28	NC(=O)c1cccnc1OCC(F)(F)F	4%	4%	-17%	4%	-2%
29	Cn1c(Cc2cccs2)nnc1SCC(=O)Nc1ccc(C(N)=O)cc1	.	-29%[0.501 µM]	20%	-3%	.
30	c1ccc(CCn2nnnc2C(c2cccnc2)N2CCOCC2)cc1 (configuration not stated)	-4%	-3%	74%[activator]	-9%	-1%

entry	BAZ2B block	POLH inh	POLB inh	APE1 inh
21	2%	-2%	10%	53%[activator]
22	3%	-17%	0%	29%
23	-1%	1%	0%	0%
24	-4%	-21%	8%	3%
25	10%&-21%	-1%&0%	0%	6%&28%&-2%
26	7%	-21%	-12%	-1%
27	-10%	-21%	32%	-5%
28	1%	-9%	10%	4%
29	3%	1%	.	7%
30	-3%	-11%	2%	-4%

# Compounds above that contain a Cl atom, in the order listed:
entry	Compound	Anesthetic bind	G9a inh	Pol iota inh	POLK inh	BLM helicase inh
26	CSc1cc(-c2ccc(Cl)cc2)c(C(=O)NC(C)C)s1	-23%	27%	-4%	-9%	-1%
27	COC(=O)CC1(C(=O)OC)Oc2ccc(Br)cc2C(=O)N1c1cc(Cl)cc(Cl)c1 (configuration not stated)	-14%	.	18%	-7%	-12%

entry	BAZ2B block	POLH inh	POLB inh	APE1 inh
26	7%	-21%	-12%	-1%
27	-10%	-21%	32%	-5%

# Next part.
entry	Compound	Anesthetic bind	G9a inh	Pol iota inh	POLK inh	BLM helicase inh
31	CCCN(CCC)C(=O)COc1cc(=O)n(CC)c2ccccc12	-9%	5%	-5%	-2%	1%
32	COc1ccc(-c2nnc(SCc3nnc(-c4ccccc4)o3)n2C)cc1OC	-13%	-11%[59 µM]	5%	4%	1%
33	CCNC(=O)C1CC(=O)N(Cc2ccc(F)cc2)C(=Nc2ccc(OC)cc2)S1 (configuration not stated)	-7%	16%[59 µM]	9%	-7%	-2%
34	COC(C[C@@H](O)CC(=O)[C@@H](C)OCc1ccccc1)OC	-1%	8%[59 µM]	1%	-7%	1%
35	O=C1CSc2ccccc2N1Cc1ccc(F)cc1	?	17%	-8%[58.9 µM]	-9%	-5%
36	CSc1ncccc1C(=O)OCC(=O)NC(=O)NCCC(C)C	?	4%[59 µM]	-3%	-10%	-1%
37	Cc1cccc(Cn2c(C(=O)OC(C)C)cc3c2ccn3C)c1	-14%	?	2%	-9%	-8%
38	COc1ccc(-c2cc(C(=O)Nc3ccccc3SC)no2)cc1	-7%	6%[59 µM]	2%	-1%	-4%
39	Cc1sc2ncnc(SCC(=O)NC(C)(C)C)c2c1C	-6%	-13%	18%	3%	-3%
40	COCCNC(=S)N1CCN(C/C=C/c2ccccc2)CC1	-8%	1%	40%[activator]	13%	-3%

entry	BAZ2B block	POLH inh	POLB inh	APE1 inh
31	4%	-16%	-23%	-1%
32	-3%	-11%	?	4%
33	6%	-6%	-10%	2%
34	3%	-10%	8%	-2%
35	29%	-16%	4%	-19%
36	.	-6%	-7%	-4%
37	?	-14%	4%	-2%
38	-2%	-16%	0%	4%
39	-3%	-18%	-5%	6%
40	-9%	1%	17%	4%

# (further entries)
entry	Compound	Anesthetic bind	G9a inh	Pol iota inh	POLK inh	BLM helicase inh
41	CCOc1cc2c(cc1C=O)OC(C)C2 (configuration not stated)	55%[activator]	-6%[12.7 µM]	5%	0%	-7%
42	COC(=O)c1cc(CNC(=O)c2ccc(N3CCCC3)c([N+](=O)[O-])c2)ccc1OC	-21%	4%	20%	11%	-2%
43	Cc1cc(OCc2cc3c(cc2Cl)OCO3)c2c(C)cc(=O)oc2c1	-3%	3%	14%	11%	-3%
44	O=C(C[C@H]1C/C=C\C[C@H](NC(=O)OCC2c3ccccc3-c3ccccc32)C(=O)OC[C@H](Cc2ccccc2)NC1=O)N[C@H](CO)Cc1ccccc1	.	.	14%	11%	.
45	COc1ccc(C)cc1-n1nnc(S(=O)(=O)c2ccc(C)cc2)c1C	54%[activator]	-2%[59 µM]	-15%	-6%	-9%
46	CCC1CN(C(=O)N2CCC(C(=O)NCCCc3ccccc3)CC2)c2ccccc2O1 (configuration not stated)	?	-44%[59 µM]	29%	-2%	-12%
47	CCC(C)(C)NC(=O)Cn1c(-c2ccc(C)cc2)noc1=O	-9%	10%[12.7 µM]	24%	-6%	-3%
48	O=C(OCc1c(-c2ccccc2)ncc2ccccc12)N1CCOCC1	.	-2%[0.501 µM]	9%	5%	.
49	COc1ccc(/C=C/C(=O)NCCC(=O)N2CCCN(C)CC2)cc1	-5%	?	4%	12%	-6%

entry	BAZ2B block	POLH inh	POLB inh	APE1 inh
41	-11%	-15%	25%	3%
42	?	-16%	18%	14%
43	-5%	-10%	-1%[57.1 µM]	0%
44	.	0%	.	28%
45	0%	-20%	17%	.
46	?	-25%	-16%	.
47	-11%	-11%	2%	-1%
48	-2%	-18%	.	11%
49	-10%	-10%	-10%	3%

# This is a subset; count on the stated rates, not on these rows.
